PriA SSB inh = inhibitors of Klebsiella pneumoniae PriA binding to SSB C-terminal tail. inhibition, % at 33 µM. 430,000 compounds, 0.6% hits. AlphaScreen SSBct-PriA binding, biotinylated peptide. AID 1272365; in the data active = inhibition mostly above about 37%, no sharp cut-off; inactive = mostly below about 20%;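 also: plate controls were negative control peptide for no effect and reference peptide for full effect; strong numbers were not always called active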
GDH-TPI counter = GDH-TPI coupled enzyme inhibition counter-screen. GDH-TPI coupled enzyme counterscreen, NADH absorbance. inhibition, % at 4.8 µM. 360,000 compounds, 1.2% hits. AID 588335; in the data active = inhibition above about 30%;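 also: 0% = DMSO wells and 100% = wells lacking the enzyme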
Mtb FBA inh = inhibits M. tuberculosis FBA enzyme; P9WQA3; purified M. tuberculosis FBA, fluorescence read-out; 360,000 compounds, 2.3% hits; inhibition, % at 1 µM; in the data active = inhibition above about 27%;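 also: 0% = vehicle and 100% = reference inhibitor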
Target sequence (P9WQA3 whole entry, looked up): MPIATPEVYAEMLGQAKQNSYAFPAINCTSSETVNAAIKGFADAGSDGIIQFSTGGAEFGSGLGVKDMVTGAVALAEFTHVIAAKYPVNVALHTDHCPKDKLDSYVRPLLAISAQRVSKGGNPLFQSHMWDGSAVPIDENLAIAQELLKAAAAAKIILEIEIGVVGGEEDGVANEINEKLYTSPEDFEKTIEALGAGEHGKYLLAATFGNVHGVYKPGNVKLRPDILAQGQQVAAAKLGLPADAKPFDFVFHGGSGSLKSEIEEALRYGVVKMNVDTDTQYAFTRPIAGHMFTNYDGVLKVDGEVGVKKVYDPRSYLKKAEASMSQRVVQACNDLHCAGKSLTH
Rv3671c protease = inhibitors of M. tuberculosis serine protease Rv3671c | P9WHR9 | AID 2606 | inhibition, % at 5.96 µM | 320,000 compounds, 0.048% hits; in the data active = inhibition above about 38%;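 also: extracellular domain of Rv3671c used as enzyme; 0% = enzyme with DMSO and 100% = no enzyme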
Mtb UGM inh = Mtb UDP-galactopyranose mutase inhibition. 320,000 compounds, 0.06% hits. purified UGM, fluorescence polarization probe displacement. P9WIQ1. inhibition, % at 10 µM; in the data active = inhibition above about 10%, passing the limit was not always enough; inconclusive = no clear call, values can overlap the other calls
Target sequence (P9WIQ1 whole entry, looked up): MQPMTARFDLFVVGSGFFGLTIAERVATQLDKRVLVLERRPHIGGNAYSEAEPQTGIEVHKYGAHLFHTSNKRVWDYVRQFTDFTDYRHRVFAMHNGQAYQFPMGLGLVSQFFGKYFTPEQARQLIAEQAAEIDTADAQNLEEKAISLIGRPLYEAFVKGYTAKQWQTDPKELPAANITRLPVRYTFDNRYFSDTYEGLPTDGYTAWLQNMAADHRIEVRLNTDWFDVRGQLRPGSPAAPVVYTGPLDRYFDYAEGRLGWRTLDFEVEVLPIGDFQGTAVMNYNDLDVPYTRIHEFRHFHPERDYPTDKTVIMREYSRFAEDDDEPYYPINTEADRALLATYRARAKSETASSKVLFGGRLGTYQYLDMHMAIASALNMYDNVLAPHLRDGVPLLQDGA
Mtb BioA inh = inhibitors of Mycobacterium tuberculosis BioA enzyme. purified M. tuberculosis BioA enzyme, plate reader. inhibition, % at 9.99 µM. 360,000 compounds, 0.096% hits. AID 602481; in the data active = inhibition above about 40%; inconclusive = no clear call, values can overlap the other calls
Vc quorum ag = inducers of Vibrio cholerae quorum light production without autoinducers. V. cholerae BH1578 lux reporter, luminescence, 6 h. activation, % at 18.7 µM. 350,000 compounds, 0.16% hits. AID 588436; in the data active = activation mostly above about 9.7%, no sharp cut-off; inconclusive = no clear call, values can overlap the other calls; inactive = mostly below about 3.7%; also: not every result past the cut was called active; inactives centre near 0; reference of the scale not given here
DUSP3 inh = DUSP3 (human) phosphatase inhibition. P51452. recombinant VHR phosphatase, pNPP absorbance. inhibition, % at 13.3 µM. 290,000 compounds, 0.52% hits. AID 1654; in the data active = inhibition above about 50%; also: some compounds called inactive have numbers as strong as hits
Target sequence (P51452 whole entry, looked up): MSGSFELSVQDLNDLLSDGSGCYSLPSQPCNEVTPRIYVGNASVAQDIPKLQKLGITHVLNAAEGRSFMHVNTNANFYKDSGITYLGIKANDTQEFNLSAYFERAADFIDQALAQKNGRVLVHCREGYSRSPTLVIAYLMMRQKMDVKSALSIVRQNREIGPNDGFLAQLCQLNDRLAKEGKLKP
MazF activator = increases E. coli MazEF RNase cleavage of RNA; P0AE70; FAM/BHQ RNA-DNA oligo cleavage fluorescence, 5 h; 350,000 compounds, 0.32% hits; activation, % at 20 µM; AID 504720; in the data active = activation above about 50%
3CLpro inhibitor = SARS-CoV 3CLpro protease inhibition. P0C6X7. recombinant SARS-CoV 3CLpro, quenched FRET peptide cleavage. inhibition, % at 6 µM. 290,000 compounds, 0.14% hits; in the data active = inhibition above about 12%
The depositor's hits bear a star; i = inactive; ? = inconclusive; · = not tested or not shown; & = joins results of further samples. A portion of the library; count on the stated rates, not on these rows.

Every second line gives: Rv3671c protease	MazF activator	Mtb UGM inh	GDH-TPI counter	3CLpro inhibitor	PriA SSB inh	Vc quorum ag	DUSP3 inh	Mtb BioA inh	Mtb FBA inh
> CCn1c(SCC(=O)N2CC(=O)Nc3ccccc32)nnc1-c1ccoc1C
 : -3.0	2.8	-3.9	-6.8	3.8	-0.7	1.2	8.6	0.1	3.6
> CCOC(=O)C1CCCN(CCC(C)c2ccccc2)C1 (centres undefined)
 : -8.1	-3.5	-1.8	-5.6	-5.3	-7.6	i	-11.1	-2.0	8.5
> CCOC(=O)C1(C)CCCCN1C(=O)c1ccc(N(C)C)cc1 (centres undefined)
 : ·	·	·	5.5	·	·	-0.4	·	-1.9	2.6
> CCn1nnnc1SCC(=O)N1CCCc2ccccc21
 : 3.0	-1.4	-0.5	-3.9	-4.2	0.8	-0.2	13.2	-4.3	5.0
> CCOc1ccccc1CN1CCNC(=O)C1CC(=O)N(C)C1CCOCC1 (centres undefined)
 : -1.3	2.0	0.3	1.7	0.4	-0.1	-2.2	8.0	-0.4	-0.6
> COc1ccc2[nH]c3c(=S)nc[nH]c3c2c1
 : 3.9	1.8	-0.5	15.7	1.4	-2.8	-0.8	-1.3	·	13.1
> COc1ccccc1C(=O)NCC1CCN(c2ccc(S(=O)(=O)N3CCOCC3)cc2)CC1
 : 0.5	-11.6	-0.7	20.0	-0.3	6.2	i	19.4	·	3.7
> CC1=CC2OC3CC4OC(=O)C=CC=CC(=O)OCCC(C)C(O)C(=O)OCC2(CC1O)C4(C)C31CO1 (centres undefined)
 : ·	7.9	·	5.2	·	·	i	·	·	-0.4
> NS(=O)(=O)c1cc2c(cc1Cl)NC(Cc1ccccc1)NS2(=O)=O (centres undefined)
 : 10.0	3.0	-4.6	-1.3	2.7	-4.6	i	14.1	5.4	1.1
> CC(N)C12CC3CC(CC(C3)C1)C2 (centres undefined)
 : -1.5&-1.9	-6.0&1.2	1.1&0.0	-6.4&8.2	-0.9&7.0	-8.7	-0.5	-7.8&6.9	-0.9	0.5&-1.6
> CCCCc1nnc(NC(=O)C2CCCO2)s1 (centres undefined)
 : 0.1	3.8	1.2	6.1	-0.5	-1.5	i	-2.1	·	-0.5
> CC(OC(=O)CCCc1c[nH]c2ccccc12)C(=O)Nc1ccc(S(N)(=O)=O)cc1 (centres undefined)
 : 3.7	-0.2	-1.9	3.5	·	8.3	5.6	·	7.3	-2.2
> CCn1c(C)nc2cc(C(=O)NNC(=S)Nc3ccc(Cl)cc3Cl)ccc21
 : 0.9	-6.0	3.7	1.8	-0.4	10.3	-0.3	-17.5	-0.2	0.9
> Cc1ccc(S(=O)(=O)N/N=C/c2cn(C)nc2C)cc1
 : 1.4	-0.9	1.0	2.5	-2.5	·	-0.7	-7.0	-1.2	1.1
> CCc1nc2sc(C(=O)O)c(N)c2c2c1CCCC2
 : 4.5	4.0	5.6	15.0	0.7	-18.6	-0.4	-2.8	0.8	0.1
> O=C(c1cc2cc3ccc(Cl)cc3nc2o1)N1CCC2(CC1)OCCO2
 : -3.9	-3.1	1.7	39.1*	-2.8	3.6	i	23.2	1.5	-3.2
> Cc1nn2c(NCc3ccccn3)c3c(nc2c1-c1ccccc1)CCC3
 : 3.8	20.8	-2.8	15.5	4.0	3.7	i	18.8	0.8	3.3
> CN(C1CCCCC1)S(=O)(=O)c1ccc(NC(=O)CCC(=O)O)cc1
 : -0.8	3.6	0.9	-4.0	2.7	-6.3	-0.6	17.9	0.6	1.5
> CCc1nc2c(OCc3ccc(C(F)(F)F)cc3)cccn2c1N(C)C(C)=O
 : ·	·	·	3.6	·	·	-0.4	·	4.9	-3.4
> CN(C)S(=O)(=O)c1ccc(NC(=O)COC(=O)Cn2[nH]c(=O)c3ccccc3c2=O)cc1
 : 4.1	4.8	1.6	-21.5	-1.1	-1.8	0.4	14.4	-0.9	0.4
> CCCCCC(=O)Nc1ccc(Cl)cn1
 : -2.9	-7.9	2.2	7.5	4.0	-12.5	i	18.6	-0.5	0.3
> CC(C)Oc1ccc(C(=O)/C=C2/C(=O)Nc3ccccc32)cc1
 : 2.7	-0.6	0.5	11.6	1.2	-6.9	i	39.3	·	1.8
> O=C(c1c(F)cccc1F)N(Cc1ccccn1)C1CCCC1
 : 7.0	-10.7	1.8	2.6	-5.6	-15.1	-0.2	6.0	-2.1	-0.3
> CCOc1cc(NC(=S)NCCCN2CCOCC2)c(OCC)cc1NC(=O)c1ccc(OC)cc1
 : 7.1	4.1	-2.1	6.1	-1.1	-1.5	0.2	8.5	0.3	3.0
> C/C(=N\NC(=O)c1nnn(-c2nonc2N)c1C)c1ccc(-c2ccccc2)cc1
 : -2.8	8.4	2.4	-1.6	-11.8	·	-0.4	20.4	6.2	3.0
> COc1cc(CN2CCN(C(=O)CC(C)C)CC2)cc(OC)c1OC
 : -4.6	-2.1	-1.2	-1.9	0.3	6.9	·	15.2	-1.4	-1.2
> COc1cc(OC)cc(C(=O)Nc2ccc(S(=O)(=O)Nc3ccccn3)cc2)c1
 : -10.5	0.1	0.1	9.1	-1.9	-10.4	-9.4	16.6	-1.4	-8.6
> CN(Cc1ccccc1)CC(O)COc1ccc(CNCc2ccc(Cl)s2)cc1 (centres undefined)
 : -7.1	4.4	-1.0	-3.1	6.6	-0.5	-0.2	7.8	-0.7	0.4
> O=C(Nc1nc2ccccc2[nH]1)c1ccccc1
 : 0.2	-2.5	0.2	1.2	-3.2	-2.2	i	9.0	·	1.4
> CCOC(=O)NC1CCS(=O)(=O)C1 (centres undefined)
 : 5.2	-0.7	-1.6	-4.0	-0.1	-10.7	i	6.4	-1.5	-3.9
> CC(=O)Oc1ccc(Cn2c(C)c(C(=O)N(C)Cc3ccc(F)cc3)sc2=O)cc1
 : ·	·	·	11.1	·	·	-0.5	·	3.4	-0.5
> COc1ccc(C(C(=O)NCC2CCCO2)N(Cc2ccco2)C(=O)c2snc(C(N)=O)c2N)cc1OC (centres undefined)
 : -0.9	1.3	1.5	6.9	-1.3	-11.5	i	0.5	0.2	1.8
> Cc1c(C(=O)N2CCCC(C(F)(F)F)C2)oc2ccccc12 (centres undefined)
 : -0.5	-0.2	-5.9	1.8	·	-15.7	0.1	·	-4.5	4.1
> Cc1ccc(CSc2nnc(-c3cccnc3)n2N)cc1
 : 3.8	1.0	-0.4	-4.5	-1.8	-12.7	-4.0	31.1	?	3.3
> CC(=O)OC1COC(n2ccc3ccccc32)C(OC(C)=O)C1OC(C)=O (centres undefined)
 : 5.4	-7.0	0.1	-5.0	-0.7	-10.8	i	32.2	-2.9	-1.6
> O=C(CN1C(=O)NC2(CCCCCCC2)C1=O)N1CCOCC1
 : 8.7	-6.0	-1.1	-3.8	6.1	-6.4	i	16.1	·	-2.4
> COc1ccc(NS(=O)(=O)c2ccc(NC(=O)C(C)(C(F)(F)F)C(F)(F)F)cc2)nn1
 : 1.0	-4.0	-0.7	1.3	3.2	1.0	2.1	17.6	4.7	0.7
> CCOC(=O)C1CCCN(C(=O)CN2C(=O)C(CC)Oc3ccc(C)cc32)C1 (centres undefined)
 : -9.3	-7.5	-0.4	4.1	-3.0	-3.2	-5.0	-3.9	-0.4	1.8
> COc1ccc(C2=NOC(Cn3nc(C(=O)NCc4ccccc4OC)cc3-c3ccccc3)C2)cc1 (centres undefined)
 : -28.4	5.7	0.8	5.3	·	-11.4	-8.1	·	0.3	1.7
> O=C(Nc1ccc2c(c1)OCCO2)c1cccc(S(=O)(=O)N2CCCCC2)c1
 : 10.1	11.6	4.0	-4.7	-1.4	-4.5	0.5	-3.8	·	-3.4

Some of the entries above in another layout:
structure | Rv3671c protease | MazF activator | Mtb UGM inh | GDH-TPI counter | 3CLpro inhibitor | PriA SSB inh | Vc quorum ag | DUSP3 inh | Mtb BioA inh | Mtb FBA inh
CC1=CC2OC3CC4OC(=O)C=CC=CC(=O)OCCC(C)C(O)C(=O)OCC2(CC1O)C4(C)C31CO1 (centres undefined) | · | 7.9 | · | 5.2 | · | · | i | · | · | -0.4
NS(=O)(=O)c1cc2c(cc1Cl)NC(Cc1ccccc1)NS2(=O)=O (centres undefined) | 10.0 | 3.0 | -4.6 | -1.3 | 2.7 | -4.6 | i | 14.1 | 5.4 | 1.1
CC(N)C12CC3CC(CC(C3)C1)C2 (centres undefined) | -1.5&-1.9 | -6.0&1.2 | 1.1&0.0 | -6.4&8.2 | -0.9&7.0 | -8.7 | -0.5 | -7.8&6.9 | -0.9 | 0.5&-1.6

New compounds follow:
Every second line gives: Rv3671c protease	MazF activator	Mtb UGM inh	GDH-TPI counter	3CLpro inhibitor	PriA SSB inh	Vc quorum ag	DUSP3 inh	Mtb BioA inh	Mtb FBA inh
> CCn1c(SCC(=O)Nc2cc(C)on2)nc2c(c1=O)SC(C)C2 (centres undefined)
 : 4.9	2.0	0.2	18.3	1.9	-5.0&-1.4	i	-1.4	7.1	1.7
> O=C1c2ccccc2[C@@H]2C[C@H]3O[C@H]3CCN12
 : ·	7.8	·	-0.9	·	4.6	-6.7	·	-0.4	2.6
> Cc1nnc(Oc2ccccc2F)c2ccccc12
 : -4.1	-3.2	-2.3	-1.5	2.5	-5.7	-2.1	18.9	0.4	7.1
> O=C1c2ccccc2-c2ncnc3c(N4CCOCC4)cc(N4CCOCC4)c1c23
 : 9.2	0.6	0.3	12.8	-1.7	20.6	-0.2	7.8	7.0	4.2
> O=C(CSc1n[nH]c(-c2ccccn2)n1)Nc1ccccc1
 : -1.1	-0.2	0.8	3.1	1.6	82.2*	-0.5	9.6	-1.6	-0.7
> Cc1cccc(CNc2ncnc3ccc(-c4ccc5c(c4)OCCO5)cc23)c1
 : -45.7	0.5	-1.2	8.8	·	-0.7	i	·	-1.3	9.7
> CC1(C)O[C@H]2CC(=O)OC[C@]23[C@H]2CC[C@@]4(C)[C@H](c5ccoc5)OC(=O)[C@H]5O[C@]54[C@]2(C)[C@@H](O)C[C@@H]13
 : 4.0	3.3	-1.9	-5.1	·	-11.3	-0.4	·	1.1	1.8
> COC(=O)[C@H](CO)NS(=O)(=O)c1ccc(C)cc1
 : ·	2.9	·	-4.5	·	-4.1	i	·	-0.2	-2.2
> CC1CCN(S(=O)(=O)c2ccc(C(=O)Nc3nnc(-c4ccccn4)o3)cc2)CC1
 : -5.3	5.2	1.5	13.2	-0.5	-17.2	-0.2	-25.2	·	-0.7
> Cc1ccc(NC(=O)CN(C)C(=O)COC(=O)c2nccnc2N)cc1
 : 4.4	5.6	-0.4	2.1	·	-30.1	i	·	0.2	88.8*
> COC(CNC(=O)c1ccc2c(=O)n(Cc3ccc(Cl)cc3)c(=S)[nH]c2c1)OC
 : ·	8.1	-1.0	1.5	2.4	-6.6	i	-5.7	·	-4.9
> COc1cc(NC(=O)CSc2nccc(=O)[nH]2)c(C)cc1[N+](=O)[O-]
 : -2.3	10.8	2.0	3.5	0.4	-1.9	i	24.3	·	6.2

Screening data from PubChem BioAssay.
